M. tuberculosis GlmU: inhibition of mycobacterial GlmU enzyme – biochemical, glucosamine-1-phosphate acetyltransferase (AID 1376) | Bifunctional protein GlmU (Mycobacterium tuberculosis (strain ATCC 25618 / H37Rv)) | M. tuberculosis GlmU acetyltransferase enzyme assay; higher % means a stronger effect | one-dose inhibition, %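 (tested at 30 µM in the primary screen)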; IC50 in µM for titrated hits | 0.25% of 220,000 active; in the data active = inhibition above about 13%;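 note: 0% = complete reaction with vehicle and 100% = reaction without substrate; strong numbers were not always called active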
Mtb RmlCD inh: M. tuberculosis RmlC/RmlD coupled enzyme inhibitors, primary screen, biochemical, compound mixtures, 384-well, from 1536-well plates; RmlC+RmlD coupled enzyme assay, percent inhibition; primary screen in compound mixtures; inhibition, % at 3.6 µM; 0.03% of 160,000 active; AID 1533, 2009; in the data active = inhibition mostly above about 34%, no sharp cut-off; note: some results filed as inactive read as strong as hits
Target sequence (P9WH09 whole entry, looked up): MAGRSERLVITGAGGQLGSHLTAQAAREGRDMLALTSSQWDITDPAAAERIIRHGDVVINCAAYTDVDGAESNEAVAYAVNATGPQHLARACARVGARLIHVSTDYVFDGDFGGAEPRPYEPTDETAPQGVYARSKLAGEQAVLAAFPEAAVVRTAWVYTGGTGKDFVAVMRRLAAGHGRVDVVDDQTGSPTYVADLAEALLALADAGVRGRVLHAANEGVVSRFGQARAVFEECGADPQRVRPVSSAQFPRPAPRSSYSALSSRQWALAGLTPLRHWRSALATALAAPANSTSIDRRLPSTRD
Target sequence (P9WH11 whole entry, looked up): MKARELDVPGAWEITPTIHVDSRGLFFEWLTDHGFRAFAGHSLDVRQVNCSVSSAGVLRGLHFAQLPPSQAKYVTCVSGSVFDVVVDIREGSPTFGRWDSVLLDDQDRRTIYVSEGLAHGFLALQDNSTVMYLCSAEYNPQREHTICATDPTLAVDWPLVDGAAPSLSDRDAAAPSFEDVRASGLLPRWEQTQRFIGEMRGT
Numbers without * were called inactive; . = no result given.

SMILES | M. tuberculosis GlmU | Mtb RmlCD inh
O=C(CCOc1ccccc1)NCC(c1ccco1)N1CCCCC1 (stereo not drawn) | -2.6% | 0
O=C(Nc1nc(-c2cccs2)cs1)c1ccc(S(=O)(=O)N2CCCCC2)cc1 | 2.3% | 10
C/C(=N/NC(=O)COc1cc(C)ccc1C(C)C)C(=O)O | -4.1% | 46
O=c1cc(N2CCN(Cc3ccccc3)CC2)c(-c2ccccc2)n[nH]1 | 4.0% | .
Cc1ccc(N2CCN(S(=O)(=O)N3CCCCC3)CC2)cc1C | 7.5% | 5
CCCCn1c(=O)n(CC(O)c2ccccc2)c(=O)c2c1ncn2C1CCCC1 (stereo not drawn) | 2.4% | .
O=C(CN1CCN(CCO)CC1)Nc1ccc(Cl)cc1C(=O)c1ccccc1 | -7.7% | .
O=C(Cc1ccccc1)NNS(=O)(=O)c1ccc([N+](=O)[O-])cc1 | 5.2% | -12
CC(=O)c1cccc(NC(=O)C2C3C=CC(C4CC34)C2C(=O)O)c1 (stereo not drawn) | 0.5% | 6
CN(C)CCNC(=O)/C(=C/c1ccc(-c2cccc([N+](=O)[O-])c2)o1)NC(=O)c1ccccc1 | -6.6% | 7
CC1CCCN(Cc2nc3c(c(=O)n(C)c(=O)n3C)n2CCc2ccccc2)C1 (stereo not drawn) | 1.1% | 16
COc1cccc(-n2nc(-c3ccnn3-c3cccc(Cl)c3)c(=O)n(C)c2=O)c1 | 2.1% | -5
COc1ccc(NC(=O)C2CCCCN2S(=O)(=O)c2ccc(F)cc2)c(OC)c1 (stereo not drawn) | 0.4% | 12
CC(OC(=O)Cc1n[nH]c(=O)c2ccccc12)C(=O)Nc1cccc([N+](=O)[O-])c1 (stereo not drawn) | 0.8% | 5
CCOC(=O)c1ccccc1OCc1cc(/C=N/NC(=O)c2ccncc2)ccc1OC | -1.8% | 4
C=CCNC(=O)/C(=C\c1ccc(OC)cc1)NC(=O)c1ccc([N+](=O)[O-])cc1 | 3.4% | 23
Cc1noc(NS(=O)(=O)c2ccc(NC(=O)CSc3nc4c(cc3C#N)CCCCC4)cc2)c1C | 5.9% | -2
c1ccc(CCn2nnnc2CN2CCN(C3CCCC3)CC2)cc1 | 2.1% | .
COc1ccc(-c2oc3ncn4nc(Cc5ccccc5)nc4c3c2-c2ccc(OC)cc2)cc1 | -1.2% | 7
COc1ccc(NC(=O)CCN2CCCC(C)C2)cc1 (stereo not drawn) | -5.5% | .
O=C(CNCc1cccs1)Nc1cc(S(=O)(=O)N2CCCC2)ccc1Cl | 3.0% | .
CNC(=O)c1ccc(OC2CSC2)cc1 | -4.5% | .
CCC(C)NC(=O)CNC(=S)N(CCCN1CCOCC1)Cc1cccs1 (stereo not drawn) | 1.9% | -8
COc1ccc2[nH]cc(C(=O)CN3CCCC(C)C3)c2c1 (stereo not drawn) | -2.1% | -19
CC(=O)NCCC(=O)Nc1sc2c(c1-c1nc3ccccc3[nH]1)CCCC2 | 4.0% | 11

Complete entries, looked up by structure.
`C/C(=N/NC(=O)COc1cc(C)ccc1C(C)C)C(=O)O` as listed: M. tuberculosis GlmU: -4.1%; Mtb RmlCD inh: 46
`COc1ccc2[nH]cc(C(=O)CN3CCCC(C)C3)c2c1` (stereo not drawn) as listed: M. tuberculosis GlmU: -2.1%; Mtb RmlCD inh: -19

Additional compounds:
SMILES | M. tuberculosis GlmU | Mtb RmlCD inh
Cn1cccc1C(=O)NC(=O)COC(=O)C12CC3CC(CC(O)(C3)C1)C2 | -6.3% | 8
O=C(NC(=S)NCc1ccccc1)c1cccnc1 | -0.6% | 3
CCC1CCCCN1C(=S)NC(=O)c1ccc([N+](=O)[O-])cc1 (stereo not drawn) | 0.9% | -6
CCN(CC(=O)NCc1cccs1)C(=O)c1ccccc1F | 3.2% | 24
NC(=O)C1CCN(CC(=O)Nc2ccccc2N2CCOCC2)CC1 | 3.9% | -1
Cc1c(Cl)cccc1NC(=O)CCCN1C(=O)CCC1=O | . | 59
C#CC(=O)N(c1ccc(OC)c(OC)c1)C(C(=O)NC1CCCC1)c1cccs1 (stereo not drawn) | -7.9% | 7
CC(NC(=O)c1ccco1)C1COc2ccccc2O1 (stereo not drawn) | 1.6% | .
Cc1c(CCOC(=O)c2ccc([N+](=O)[O-])cc2)sc[n+]1CC(=O)c1ccccc1 | -7.9% | -10
COCCn1c(SCC(=O)Nc2ccc(S(N)(=O)=O)cc2)nc2ccccc21 | 3.9% | .
Cn1nc(-c2ccccc2)c(C(=O)Nc2ccc(Cl)cc2)c1Cl | 0.4% | -10
CSCCC(NC(C)=O)C(=O)Oc1ccc2c3c(c(=O)oc2c1)CCCC3 (stereo not drawn) | 6.5% | .
COc1ccc(NC(=O)CCNC(C)=O)cc1NS(=O)(=O)c1ccc(F)cc1 | 1.4% | 7
Cc1nnc(NC(=O)C2CCCN(c3ncccn3)C2)s1 (stereo not drawn) | 0.2% | -7
O=C(COc1cccc2ccccc12)N1CCN(c2ccccc2)CC1 | -3.7% | .
O=C(O)C1C2CCC(O2)C1C(=O)NCc1ccncc1 (stereo not drawn) | -3.3% | .
CC(=O)c1ccc(NC(=O)CSc2nnc(Cn3c(=O)sc4ccccc43)n2C)cc1 | -0.3% | 3
CCS(=O)(=O)Nc1cccc(C2=NN(S(=O)(=O)c3ccc(C)cc3)C(c3cccs3)C2)c1 (stereo not drawn) | 6.7% | 11
Cc1c(Cl)cccc1NC(=O)C1Cc2ccccc2CN1C(=O)c1ccccc1 (stereo not drawn) | 1.9% | -2
COC(=O)CCCCC1SCC(NC(=O)c2ccccc2)C1=O (stereo not drawn) | -2.4% | -3
c1coc(CNC2C3CC4CC(C3)CC2C4)c1 (stereo not drawn) | 5.5% | 12
CC(C)Nc1ccc(Cl)cc1[N+](=O)[O-] | -0.2% | 12
COc1ccc(C(CC(=O)N2CCCC2)c2c(O)cc(OC)cc2OC)cc1 (stereo not drawn) | 5.5% | -13
Cc1ccc(Nc2nc3c([nH]2)c(=O)n(C)c(=O)n3C)cc1 | -3.2% | 10
CCOc1cc(N2CCOCC2)c(OCC)cc1NC(=O)c1cc(-c2ccco2)nc2ccccc12 | -4.1% | .
New compounds follow
SMILES | M. tuberculosis GlmU | Mtb RmlCD inh
COc1ccc(NS(=O)(=O)c2ccc(OC)c(N(C)S(=O)(=O)c3ccc(Cl)cc3)c2)cc1 | 3.6% | 1
Cn1c(N)c(C(=O)COC(=O)c2nc(Cl)ccc2Cl)c(=O)n(C)c1=O | -1.4% | .
COc1ccccc1CN=Cc1[nH]c2ccc(Br)c(Cl)c2c1O | 1.1% | .
CC(C)n1c(/N=C/c2c[nH]c3ccccc23)nc2ccccc21 | -0.5% | .
c1ccc2c(NC3CCCC3)nnc(NC3CCCC3)c2c1 | -0.8% | -8
O=C(CCCc1nc2ccccc2s1)Nc1nccs1 | 4.5% | .
CCOC(=O)c1ccc(NC(=O)C2(c3ccc(OC)cc3)CCOCC2)cc1 | -0.1% | 5
CS(=O)(=O)N(CC(=O)NCc1ccccc1Cl)Cc1ccccc1 | 2.0% | .
O=C(COc1ccc(C(=O)Nc2ccc(Cl)cc2)cc1)NCc1ccccc1 | 0.4% | .
O=C(NCCn1ccc2ccccc21)c1cccc([N+](=O)[O-])c1 | 6.9% | 20
CCOc1ccc2[nH]c(=O)c(CN(Cc3ccc(F)cc3)C(=O)N3CCCC3)cc2c1 | 2.5% | 8
O=C(NNc1ccccc1)/C(=C\c1cccnc1)NC(=O)c1ccccc1 | -6.3% | 9
COc1ccc(C2CC(c3ccccc3)=NN2C(=O)COC(=O)c2cccnc2)cc1 (stereo not drawn) | -10.0% | 12
Cn1c(=O)n(CCc2ccccc2)c(=O)c2c1nc1n2CCCN1Cc1ccccc1 | -3.2% | -3
O=C(N/N=C/c1ccc(COc2ccc(Br)cc2)o1)c1ccco1 | 8.9% | 2
Cc1c(C)c(C)c(S(=O)(=O)N2CCSCC2)c(C)c1C | 2.2% | -12
CCOP(=O)(OCC)C(NC(=O)c1ccc(Cl)cc1)=C(Cl)Cl | 2.5% | -8
O=C1[C@H](CC[C@H](O)c2ccc(F)cc2)[C@@H](c2ccc(O)cc2)N1c1ccc(F)cc1 | 5.2% | -7
CCN(/N=C/C=C/c1ccccc1)c1cc(=O)n(C)c(=O)[nH]1 | -2.9% | 7
COc1ccccc1NC(=O)Cc1csc(NC(=S)Nc2ccccc2)n1 | 0.1% | -11
Cc1ccc(-c2nn(-c3cc(Cl)ccc3[N+](=O)[O-])c(=O)c3ccccc23)cc1C | 1.6% | .
O=C(/C=C1\NC2(CCCC2)Cc2ccccc21)N1CCOCC1 | 0.9% | .
Cc1ccc(-c2nnc(SCC(=O)OC(C)C)n2N)cc1 | -4.4% | -37
O=C(COc1ccccc1)NNC(=O)COc1ccc([N+](=O)[O-])cc1 | 6.3% | 11
Cc1ccc(S(=O)(=O)NCCC(=O)Nc2ccc(Cl)c(Cl)c2)cc1 | -5.3% | -7

In the list so far, these contain two or more sulfur atoms:
SMILES | M. tuberculosis GlmU | Mtb RmlCD inh
O=C(Nc1nc(-c2cccs2)cs1)c1ccc(S(=O)(=O)N2CCCCC2)cc1 | 2.3% | 10
Cc1noc(NS(=O)(=O)c2ccc(NC(=O)CSc3nc4c(cc3C#N)CCCCC4)cc2)c1C | 5.9% | -2
O=C(CNCc1cccs1)Nc1cc(S(=O)(=O)N2CCCC2)ccc1Cl | 3.0% | .
CCC(C)NC(=O)CNC(=S)N(CCCN1CCOCC1)Cc1cccs1 (stereo not drawn) | 1.9% | -8
COCCn1c(SCC(=O)Nc2ccc(S(N)(=O)=O)cc2)nc2ccccc21 | 3.9% | .
CC(=O)c1ccc(NC(=O)CSc2nnc(Cn3c(=O)sc4ccccc43)n2C)cc1 | -0.3% | 3
CCS(=O)(=O)Nc1cccc(C2=NN(S(=O)(=O)c3ccc(C)cc3)C(c3cccs3)C2)c1 (stereo not drawn) | 6.7% | 11
COc1ccc(NS(=O)(=O)c2ccc(OC)c(N(C)S(=O)(=O)c3ccc(Cl)cc3)c2)cc1 | 3.6% | 1
O=C(CCCc1nc2ccccc2s1)Nc1nccs1 | 4.5% | .
Cc1c(C)c(C)c(S(=O)(=O)N2CCSCC2)c(C)c1C | 2.2% | -12
COc1ccccc1NC(=O)Cc1csc(NC(=S)Nc2ccccc2)n1 | 0.1% | -11

Next compounds
SMILES | M. tuberculosis GlmU | Mtb RmlCD inh
O=C(CNC(=O)C1CCCCC1)Nc1cc(Cl)ccc1Cl | 1.6% | -7
Cc1oc(-c2ccc(Cl)cc2)nc1CN1CCCC(C(=O)NCc2cccnc2)C1 (stereo not drawn) | -7.9% | .
CC12CCC(C(=O)NCc3ccccc3Cl)(C(Br)C1=O)C2(C)C (stereo not drawn) | -2.7% | -9
COCCOC(=O)C1=C(C)Nc2ncnn2C1c1ccccc1 (stereo not drawn) | 4.0% | 27
COc1ccc(N2CCN(CC(=O)Nc3nc4c(s3)CC(C)CC4)CC2)cc1 (stereo not drawn) | -2.2% | 3
O=C(Nc1ccc(Cl)cc1)N1CCOC12CCCCC2 | -1.0% | 18
CCn1c(SCC(=O)Nc2nccs2)nnc1-c1ccncc1 | 4.6% | -6
c1ccc2[nH]c(CN3CCOCC3)nc2c1 | 2.2% | -2
Cc1nn(Cc2ccccc2)c(C)c1NC(=O)CSc1n[nH]c(C)c1[N+](=O)[O-] | -3.2% | .
O=C(Nc1ccc(F)c(F)c1)c1cnc(-c2ccccc2)nc1-c1ccccc1 | 0.3% | -8
Cc1nc2sc(C(c3cccs3)N3CCN(c4ccccc4)CC3)c(O)n2n1 (stereo not drawn) | 3.3% | .
CCn1c(=O)c(C(=O)NCCN2CCCCC2)c(O)c2ccccc21 | 0.5% | 3
Cc1ccc(CSc2nnc(NC(=O)Cn3cnc4ccccc4c3=O)s2)cc1 | 7.5% | .
Nc1ccc2oc(-c3ccc4nc[nH]c4c3)nc2c1 | 2.5% | 2
Cc1nccn1Cc1ccc(Cl)nc1 | 7.3% | 6
O=C(COC(=O)c1ccc(S(=O)(=O)NCc2ccco2)cc1)Nc1ccc(OC(F)F)cc1 | -3.1% | 8
Cc1ccc2nc3c(cc(C(N)=S)c(=N)n3CCCOC(C)C)c(=O)n2c1 | -3.6% | .
Cn1c(=O)c2c(ncn2CC(=O)NC(C)(C)C)n(C)c1=O | 1.9% | -7
COC(=O)c1c(C(=O)OC)c(-c2ccccc2)n2c1CS(=O)C2 (stereo not drawn) | -1.1% | .
OC1(c2ccccc2F)CCN(Cc2nnnn2Cc2ccc(F)cc2)CC1 | -4.2% | -2
CCCCOn1c(C)c(C(=O)OCC)c2c3nonc3ccc21 | 8.1% | .
Cc1cccc(-c2n[nH]c(=S)n2/N=C/c2cccs2)c1 | 3.0% | -6
Cc1ccc(C(=O)NCCNc2ccc(Cl)cc2[N+](=O)[O-])o1 | 2.0% | 6
COc1nc(NCCc2ccc(OC)c(OC)c2)nc(NC(C)(C)CO)n1 | 0.8% | .
CC1CCN(Cc2ccc(-c3nn[nH]n3)cc2)CC1 | 1.3% | .
O=C1OC(Nc2nc3ccccc3s2)c2ccccc21 (stereo not drawn) | 2.4% | -6
CCOc1cc(/C=N/N=C2/NC(=O)C(CC(=O)O)S2)ccc1OS(=O)(=O)c1ccc(C)cc1 (stereo not drawn) | 13%* | -11
Cc1cc2oc(=O)cc(CN3CCOCC3)c2cc1C | -1.1% | -2
Cc1ccc(S(=O)(=O)N2CCCCC2)cc1NC(=O)COC(=O)Cc1cccc2ccccc12 | 2.1% | 8

Only part of the results is shown, so the mix of outcomes need not match the whole.
